Compound activity: PubChem BioAssay, The Scripps Research Institute Molecular Screening Center
M1 ag parental: nonselective activator or artifact in parental CHO-K1 cells. actives 0.48% (n = 360,000). Fluo-8 calcium fluorescence; scaled to maximal ATP response, vehicle zero. activation, % at 3 µM. AID 602248; in the data active means activation above about 15%;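 further: untransfected CHO-K1 host cells lacking M1 receptor as counterscreen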
TAAR1 antagonist: antagonists of human TAAR1. Q96RJ0. CHO RD-HGA16 TAAR1, Fluo-8 calcium fluorescence, antagonist. inhibition, % at 3 µM. actives 1.5% (n = 360,000). AID 624466;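 active means inhibition above a per-plate cutoff, the mean inhibition of test compounds on that plate plus 3 SD, cut at about 49% in these data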;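 further: 0% = DMSO plus EC80 beta-PEA response and 100% = DMSO alone without agonist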
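Test system: hTAAR1-expressing CHO RD-HGA16 cells, Gα16-coupled; Probe or stimulus: EC80 β-phenethylamine stimulus; Compound dosing: single nominal final test compound concentration of 3 µM; Timing: 140 s kinetic read after compound, 140 s after agonist; Signal: Fluo-8 calcium-sensitive fluorescence; Measure: % inhibition of agonist calcium response; Controls: DMSO and EC80 PEA controls.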
TAAR1 ag: agonists of human TAAR1 | activation, % at 3 µM | AID 624467 | CHO RD-HGA16 TAAR1, Fluo-8 calcium fluorescence; vehicle wells 0%, saturating PEA agonist 100% | actives 0.99% (n = 360,000) | Q96RJ0;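 active means activation above the mean activation of all test compounds in the run plus 3 SD, cut at about 38% in these data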
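Signal – calcium-sensitive Fluo-8 signal, excitation 470-495, emission 515-575 nm · System – RD-HGA16 (CHO) cells co-expressing Gα16 and hTAAR1 · Incubation – 17-24 h seeding, 75 min 37 °C dye, 30 min RT · Compound dosing – 3 µM single concentration · Repeats – no replicates (n 1)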
CHO-K1 Ca antag: nonselective inhibitor or artifact in parental CHO-K1 cells; inhibition, % at 3 µM; actives 0.6% (n = 360,000); ATP-induced calcium, Fluo-8 fluorescence;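 active means inhibition above a per-plate cutoff, the plate's mean sample inhibition plus 3 SD, cut at about 24% in these data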;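 further: 0% = DMSO plus EC80 ATP and 100% = DMSO alone without ATP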
OXTR potentiate: human OXTR potentiation. CHO-OTR cells, Fluo-8 calcium fluorescence, potentiator mode; 0% = oxytocin EC15, 100% = EC100. activation, % at 3 µM. actives 0.061% (n = 320,000). AID 2445;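 active means activation above that plate's cutoff, the mean activation of tested compounds plus 3 SD, cut at about 6.6% in these data, passing the limit was not always enough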;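 further: 100% uses oxytocin at 75 nM as the full agonist control; some results filed as inactive read as strong as hits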
Target sequence (P30559 whole entry, looked up): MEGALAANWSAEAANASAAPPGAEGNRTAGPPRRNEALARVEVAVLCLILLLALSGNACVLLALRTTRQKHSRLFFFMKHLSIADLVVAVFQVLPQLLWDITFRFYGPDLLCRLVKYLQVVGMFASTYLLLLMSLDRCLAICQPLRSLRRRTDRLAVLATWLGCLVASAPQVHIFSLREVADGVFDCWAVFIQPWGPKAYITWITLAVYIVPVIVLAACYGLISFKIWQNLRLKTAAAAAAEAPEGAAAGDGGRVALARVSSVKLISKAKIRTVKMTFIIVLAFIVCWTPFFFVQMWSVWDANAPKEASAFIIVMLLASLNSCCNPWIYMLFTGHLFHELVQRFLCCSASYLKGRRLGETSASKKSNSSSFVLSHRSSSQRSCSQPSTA
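Replication – single well per compound, singlicate · Assay system – CHO cell line stably expressing human OTR · Timing – 6 min pre-incubation, 100 s read · Measure – normalized max/min fluorescence ratio, % activation · Doses – 3.0 µM, one dose · Detection – Fluo-8 calcium dye fluorescence · Probe or stimulus – oxytocin near EC15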
M1 ag: human M1 muscarinic receptor agonism | CHO-K1 hM1, Fluo-8 calcium fluorescence, agonist mode; 0% DMSO, 100% acetylcholine EC100 | activation, % at 3 µM | actives 0.33% (n = 360,000) | AID 588814;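 active means activation above the run's mean compound activation plus 3 SD, cut at about 16% in these data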;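 further: peak over basal fluorescence ratio within a 140 s kinetic read after compound addition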
CHO parental Ca: counter-screen for OX1R antagonists: effect in parental CHO cells | parental CHO-K1, ATP-induced calcium, Fluo-8 fluorescence | inhibition, % at 5.6 µM | actives 0.63% (n = 330,000);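 active means inhibition above that plate's mean sample inhibition plus 3 SD, cut at about 26% in these data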;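 further: 0% = ATP-challenged DMSO wells and 100% = DMSO wells without ATP; some compounds past the cut are filed as inactive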
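test system = CHO parental line | reagent = ATP stimulus | measured by = intracellular calcium via Fluo-8 no-wash fluorescent dye | control set = ATP and no-ATP DMSO wells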
V1aR counter: counter-screen for oxytocin receptor agonists: human V1a receptor agonists; P37288; CHO-V1R cells, Fluo-8 calcium fluorescence, agonist mode; 0% DMSO, 100% 3 nM vasopressin; activation, % at 3 µM; actives 0.25% (n = 320,000); AID 2797;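 active means activation above the mean activation of all tested compounds plus 3 SD, per screening run, cut at about 20% in these data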;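 further: signal is peak over basal fluorescence ratio across a 100 second FLIPR read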
Target sequence (P37288 whole entry, looked up): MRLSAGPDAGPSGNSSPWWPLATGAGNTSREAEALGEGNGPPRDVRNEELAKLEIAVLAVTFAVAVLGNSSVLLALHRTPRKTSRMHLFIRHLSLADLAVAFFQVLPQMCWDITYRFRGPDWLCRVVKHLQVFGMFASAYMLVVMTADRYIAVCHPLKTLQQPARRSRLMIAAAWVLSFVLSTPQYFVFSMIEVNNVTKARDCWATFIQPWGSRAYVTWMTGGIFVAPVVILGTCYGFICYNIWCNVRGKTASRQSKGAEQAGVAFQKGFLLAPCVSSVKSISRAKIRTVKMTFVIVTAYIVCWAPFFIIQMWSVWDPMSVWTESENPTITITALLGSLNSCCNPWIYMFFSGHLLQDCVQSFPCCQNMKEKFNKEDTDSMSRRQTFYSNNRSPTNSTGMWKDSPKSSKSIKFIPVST
CHO-K1 Ca PAM: counter-screen for M1 PAMs: effect in parental CHO-K1 cells. ATP EC20, Fluo-8 calcium fluorescence; 0% at ATP EC20, 100% at ATP max. activation, % at 3 µM. actives 0.02% (n = 360,000);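 active means activation above the run cutoff, the mean activation of all test compounds plus 3 SD, cut at about 40% in these data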;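 further: peak over basal fluorescence ratio in a 140 s read after ATP addition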
An asterisk follows results filed as active; . = no result given.

SMILES,M1 ag parental,TAAR1 antagonist,TAAR1 ag,CHO-K1 Ca antag,OXTR potentiate,M1 ag,CHO parental Ca,V1aR counter,CHO-K1 Ca PAM
CC(C)c1ccc(NC(=O)C2Cc3c(-c4cccc(F)c4)ccnc3O2)cc1 (centres undefined),-0.2,6,0,-8,.,0,.,.,4
Nc1ccccc1C#Cc1cnccn1,0.1,-3,10,-5,-5,-4,-8,-0.2,-6
CC(=O)NC1=NN(C(C)=O)C(C)(CC(=O)OC(C)(C)C)S1 (centres undefined),0.0,-11,1,-1,-20,-3,10,0.6,10
CC(=O)N(C1=C(Cl)C(=O)c2ccccc2C1=O)C1CCCCC1,1.6,40,42*,10,-1,2,38*,-0.8,3
Cc1cc([N+](=O)[O-])ccc1NC1CCCC1,0.7,13,-1,-8,-3,-9,-11,-0.1,8
CCO/C=C1\C(=O)N(c2ccccc2)C(=O)c2ccccc21,0.7,.,.,-12,-4,-6,-12,0.0,18
CCOc1ccc(C(=O)C(C)OC(=O)Cn2[nH]c(=O)c3ccccc3c2=O)cc1 (centres undefined),1.9,-19,-1,-1,-3,-2,-7,3.6,-3
CC(=O)c1cc2c(cc1NC(=O)c1cc3nc(C(C)C)cc(C(F)(F)F)n3n1)OCO2,0.5,-6,1,-7,-16,0,-10,0.6,19
CCOC(=O)c1c(NC(=O)c2ccc(N3C(=O)[C@@H]4[C@H](C3=O)[C@H]3C=C[C@@H]4C3)cc2)sc2c1CC(C)CC2 (some centres undefined),0.5,-2,1,-2,-7,-8,-2,1.2,19
COc1cccc(NS(=O)(=O)c2ccc3c(c2)N(C(C)=O)CCS3)c1,14,-14,7,-12,-11,2,-10,10,4
COC(=O)CCC(=O)NNC(=O)c1ccc(Br)cc1,0.0,9,5,-8,-7,-2,0,1.5,10
CC(=O)c1ccc(N2CCN(S(=O)(=O)c3ccc4c5c3CC(=O)N5CC(C)S4)CC2)cc1 (centres undefined),7.2,.,.,0,-23,1,-9,2.9,8
CCN(CC)/C(Sc1ccccc1)=C(\C(Cl)=C(Cl)Cl)[N+](=O)[O-],0.1,-16,5,-1,-3,-5,-9,0.3,14
COCCNC(=O)C1(C)CCCN(C(=O)c2ccco2)C1 (centres undefined),1.4,-3,0,0,.,-2,.,.,17
O=C(Oc1cccc(N2C(=O)C3C4c5ccccc5C(c5ccccc54)C3C2=O)c1)c1ccco1 (centres undefined),1.8,16,6,7,-6,0,-26,0.9,-2
CSc1ccc(CN2CCN(Cc3ccc([N+](=O)[O-])cc3)CC2)cc1,8.9,3,-2,-12,-9,-7,-5,3.6,-4
Cn1nc([N+](=O)[O-])nc1Oc1ccccc1F,0.7,-1,2,-6,-1,0,-2,0.3,-4
Cc1ccccc1S(=O)(=O)Oc1ccc2ccc(O)cc2c1,3.0,66*,3,-9,-16,-2,22,2.5,10
CCOc1ccc(NC(=S)c2ccc3ccccc3n2)cc1,0.5,-28,4,-4,-9,-3,-8,0.1,12
Cc1noc2ncnc(Sc3ccccc3Cl)c12,-0.1,4,-1,-18,-1,-6,-6,-0.7,22
CC1(C)CC(=O)c2cnc(NCC3CCCO3)nc2C1 (centres undefined),0.7,-1,12,-19,-5,-4,-4,0.7,10
Cc1ccc2nc(SCC(=O)NCc3ccco3)c(C)cc2c1,-0.3,-5,-2,5,-2,-8,-33,-0.9,-12
Nc1ccc2nc(-c3cccs3)[nH]c2c1,-0.3,-36,0,-9,0,-3,-13,-0.5,-3
Cc1csc(NC(=O)CSc2nc(C)cs2)n1,0.5,-3,7,-10,-9,-2,-20,-0.7,20
COc1ccc(CNC(=O)CSc2nc3ccc(C)cc3[nH]2)cc1,0.1,-19,2,-10,-4,-2,-13,0.1,-9
C=CCNCc1ccc(C(=O)NCCCCCCC)cc1[N+](=O)[O-],0.8,19,6,-10,-5,-7,-20,2.3,-15
COc1ccc(-c2noc(CCCOc3ccc(Cl)cc3Cl)n2)cc1,-0.3,6,10,10,-5,-3,-20,2.5,-5
COc1cccc(N=C2C(=O)N3CCCc4cccc2c43)c1,0.2,-8,1,5,-3,-5,2,0.3,-1
O=C(NCc1ccc(F)cc1)c1ccc(CS(=O)(=O)c2ccc(Br)cc2)o1,10,19,10,4,-12,2,-12,11,-10
CCN1C(=O)C2C(c3cccc(F)c3)NC(C)(C(=O)OC)C2C1=O (centres undefined),0.4,4,11,2,-6,1,5,4.8,-5

Whole records, quoted from the list. Order of screens: M1 ag parental | TAAR1 antagonist | TAAR1 ag | CHO-K1 Ca antag | OXTR potentiate | M1 ag | CHO parental Ca | V1aR counter | CHO-K1 Ca PAM
Results for CC(=O)N(C1=C(Cl)C(=O)c2ccccc2C1=O)C1CCCCC1 = 1.6 | 40 | 42* | 10 | -1 | 2 | 38* | -0.8 | 3
Results for COc1cccc(NS(=O)(=O)c2ccc3c(c2)N(C(C)=O)CCS3)c1 = 14 | -14 | 7 | -12 | -11 | 2 | -10 | 10 | 4

(more compounds)
SMILES,M1 ag parental,TAAR1 antagonist,TAAR1 ag,CHO-K1 Ca antag,OXTR potentiate,M1 ag,CHO parental Ca,V1aR counter,CHO-K1 Ca PAM
CC(C)CN(C(=O)CSc1nnc2ccccn12)C1CCS(=O)(=O)C1 (centres undefined),-0.1,7,2,0,15*,-1,-3,1.7,-15
Cc1ccsc1C(=O)NNC(=S)NC1CCCCC1,1.5,-2,2,-1,-7,0,-12,-0.1,0
COc1cccc2c1cc1c(=O)n(CC(=O)NCCCN3CCN(C)CC3)nc(C)n12,-0.1,0,1,-7,-8,-4,2,-0.5,11
CCCCNC(=O)CS(=O)Cc1nc(-c2cccc(Cl)c2)oc1C (centres undefined),0.5,-14,1,-9,-2,-4,-16,-1.2,23
S=C(Nc1ccc2cn[nH]c2c1)Nc1ccc(Cl)cc1Cl,3.2,-5,-1,10,-5,-4,-5,-1.1,-3
COc1cc(/C=C2\N=C(c3c(-c4ccccc4)noc3C)OC2=O)ccc1OC(C)=O,0.1,-10,3,2,-5,-5,-8,0.2,9
CCOCCOC(=O)c1ccc(NC(=O)c2cc(OC)c(OC)c(OC)c2Br)cc1,3.1,11,3,-7,-9,-7,1,-0.3,21
CCN(CC)C(=O)C(=O)Nc1cc(C(F)(F)F)ccc1Cl,0.8,10,0,7,-15,-1,2,-0.7,7
CC(NC(=O)CN1C(=O)NC2(CCCCCCC2)C1=O)c1ccccc1 (centres undefined),0.6,-20,7,-6,-2,2,-10,0.7,9
O=C1c2ccccc2CCCC12N=NCC2c1cccc2ccccc12 (centres undefined),1.0,8,10,-4,-9,-2,-34,-0.9,13
Cc1cc(O)cc(O)c1C=NCc1ccco1,1.7,5,3,-5,0,1,-1,3.3,16
OCCNc1nc(NCCC2=CCCCC2)nc(N2CCOCC2)n1,0.7,22,12,24*,-21,2,-3,2.9,15
CSc1nc2cc(Oc3cccc(Cl)c3Cl)c(Cl)cc2[nH]1,0.4,16,5,8,-15,-1,-20,1.8,6
COC(=O)/C(=C\Nc1cccc(Cl)c1C)c1ncc(C(F)(F)F)cc1Cl,0.1,-1,5,-14,1,-2,-9,1.4,11
CC(=O)N1CCN(c2ccc(NC(=O)c3cccc(C)c3)cc2)CC1,0.3,-2,2,0,-19,0,-13,0.4,-17
CSc1nncn1/N=C/c1ccc2c(c1)OCO2,0.1,-3,2,0,-2,-3,-4,0.1,8
CCCc1c(O)nc(SCCN(CC)CC)[nH]c1=O,0.2,0,6,-9,0,-3,-6,0.5,14
CCCNc1ncnc2c1cnn2C1CCCCO1 (centres undefined),0.6,-2,0,-16,.,-1,.,.,13
Cc1ccccc1NS(=O)(=O)c1nnc(NC(=O)CC(C)C)s1,0.4,-7,-1,-11,-6,-5,-11,1.1,8
COc1ccc(N2C(=O)CSC2c2ccc3c(c2)OCO3)c(OC)c1 (centres undefined),0.6,11,0,-5,-13,-3,2,-0.2,-9
CC(=O)N/N=C/c1cc(C(C)(C)C)cc(/C=N/NC(C)=O)c1O,2.3,13,10,-15,-12,-5,-16,2.8,19
O=C(O)CC(CC(=O)Nc1nncs1)c1ccccc1 (centres undefined),1.7,-3,2,4,-3,-4,1,0.1,14
C=CCn1c(SCC(=O)N2CCCCC2)nnc1-c1ccncc1,0.9,8,2,-5,-1,-2,-6,0.3,0
CCCCNC(=O)N1CCN(Cc2cccc(F)c2)CC1,-0.3,-21,6,17,-9,-4,2,0.0,-1
COc1ccccc1N(C)c1cc2c(c3c1ccn3C)C1CCC2C1 (centres undefined),-0.2,-2,2,-12,.,-6,.,.,14
O=C(COC(=O)c1ccccc1-c1ccccc1[N+](=O)[O-])c1ccccc1,2.4,56*,10,13,-6,-2,18,1.0,-5
N#Cc1c2c(c(NCc3ccco3)n3c1nc1ccccc13)CCC2,0.4,-7,20,-23,-11,-6,-20,0.4,21
O=C(C[C@H]1C[C@H](C(=O)N2CCCCC2)[C@@]2(CCc3ccccc3)c3[nH]c4ccc(Cl)cc4c3CCN2C1=O)NCCN1CCOCC1,0.2,.,.,-25,.,-3,-12,.,25
O=C1NC2=C(CCc3ccccc32)C(c2ccccc2)N1 (centres undefined),0.1,-5,-1,-7,-5,-4,-1,2.2,11
COc1cccc(/C(N)=N/OC(=O)Cc2ccccc2[N+](=O)[O-])c1,-0.6,2,-1,-5,-19,-4,-2,-1.0,-10

Two compounds picked at random from those above, as already listed:
SMILES,M1 ag parental,TAAR1 antagonist,TAAR1 ag,CHO-K1 Ca antag,OXTR potentiate,M1 ag,CHO parental Ca,V1aR counter,CHO-K1 Ca PAM
O=C(O)CC(CC(=O)Nc1nncs1)c1ccccc1 (centres undefined),1.7,-3,2,4,-3,-4,1,0.1,14
O=C1c2ccccc2CCCC12N=NCC2c1cccc2ccccc12 (centres undefined),1.0,8,10,-4,-9,-2,-34,-0.9,13

More records follow.
SMILES,M1 ag parental,TAAR1 antagonist,TAAR1 ag,CHO-K1 Ca antag,OXTR potentiate,M1 ag,CHO parental Ca,V1aR counter,CHO-K1 Ca PAM
CCOC(=O)CCC(NC(=O)c1cncc(O)c1)C(=O)OCC (centres undefined),0.1,6,6,-3,-7,-2,-2,-0.4,12
C[C@H](CO)NC(=O)c1nc[nH]c1C(=O)N[C@H](C)c1ccccc1,0.7,-5,1,-13,.,-3,.,.,10
O=C(c1ccc(-c2cccc(Cl)c2)o1)N1CCN(c2ccc([N+](=O)[O-])cc2)CC1,0.3,0,2,-2,2,-5,-13,0.8,4
O=C(O)c1sccc1OCc1ccccc1,1.8,-12,2,-10,-14,-9,4,0.8,24
O=C(NCCC1=CCCCC1)c1ccc(Cl)c(S(=O)(=O)Nc2ccccc2)c1,6.8,-22,2,-25,-7,-1,-11,2.4,9
